Compound activity from PubChem.
Dengue-2 NS5 capping = flavivirus cap methylation enzyme inhibition – biochemical, confirmation dose response, primary screen (AID 588689); Dengue-2 NS5 methyltransferase capping enzyme assay, biochemical; higher % means a stronger effect; inhibition, % at 25 µM; hits with a dose series show IC50 in µM; actives 0.3% (n = 340,000); in the data active = a potency from the dose series; inconclusive = inhibition above about 29% without an active follow-up result
GPR55 activation = selective activators of receptor GPR55 – imaging, U2OS cells, beta-arrestin-GFP redistribution, primary screen (AID 1961); U2OS GPR55 beta-arrestin-GFP redistribution imaging; higher % means a stronger effect; activation, % at 10 µM; hits with a dose series show EC50 in µM; actives 0.048% (n = 290,000);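 active = activation above 40% with more than 50 cells counted in the well; inconclusive = wells holding fewer than 50 cells, flagged as toxic or sparse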;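 also: U2OS osteosarcoma cells stably expressing GPR55 and beta-arrestin-GFP; plate controls were DMSO negative control for no effect and LPI positive control for full effect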
GPR35 arrestin U2OS = inhibition of zaprinast-stimulated GPR35 beta-arrestin translocation – imaging, U2OS, beta-arrestin-GFP, zaprinast agonist, primary screen (AID 2058). actives 0.052% (n = 290,000). U2OS GPR35 beta-arrestin-GFP translocation imaging, zaprinast antagonism; higher % means a stronger effect. inhibition, % at 10 µM; hits with a dose series show IC50 in µM;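 active = inhibition of at least 50% with at least 30 cells and total cytoplasm GFP at most 10,000,000; inconclusive = under 30 cells or total GFP of 10,000,000 plus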
GPR55 LPI antagonism = GPR55 antagonists blocking LPI-driven arrestin recruitment, primary screen, imaging, U2OS, beta-arrestin-GFP, LPI agonist (AID 2013). U2OS GPR55 beta-arrestin-GFP translocation imaging, LPI antagonism; higher % means a stronger effect. inhibition, % at 10 µM, or IC50 in µM where a hit was titrated. actives 0.13% (n = 290,000);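 active = spots per cell inhibited over 60%, with over 100 cells counted and total cytoplasm intensity under 500,000; inconclusive = wells with under 100 cells, flagged as likely toxic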;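 also: U2OS cells stably carrying GPR55 and arrestin-GFP stimulated by 5 µM LPI near EC80; imaged beta-arrestin-GFP aggregate spots per cell after agonist stimulation; plate controls were LPI-stimulated DMSO wells for no effect and DMSO wells without LPI for full effect; some results filed as inactive read as strong as hits; confirmed hits need IC50 under 10 µM and bright autofluorescent wells are also inconclusive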
Yfh1-depleted yeast = enhancers of respiration in Yfh1-depleted yeast, dose response, Friedreich's ataxia, plus single-dose screen (AID 1465). S. cerevisiae Yfh1-off respiration, WST-1 reduction, 72 h; higher fold induction means a stronger effect. one-dose fold induction at 50 µM; EC50 in µM for titrated hits. actives 0.074% (n = 220,000);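 active = fold induction of absorbance versus untreated yeast above a set limit, then at least 30% activation at any dose in follow-up; inconclusive = repeats straddling the limit, or above it without dose testing; inactive = fold induction below the set limit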;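 also: activators that raise dye reduction in frataxin-depleted yeast; strong numbers were not always called active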
MgcRacGAP inhibition = MgcRacGAP GTPase-activating activity inhibitors, confirmation, biochemical, ADP Hunter fluorescence; one-dose inhibition, % at 30 µM; IC50 in µM for titrated hits; actives 0.6% (n = 340,000); MgcRacGAP-stimulated Rac1 GTP hydrolysis, ADP Hunter fluorescence; higher % means a stronger effect; GST-tagged Rac1 F28L mutant substrate;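 active = first-screen hits whose inhibition reached a set limit at any dose in the follow-up dose series; inconclusive = inhibition above the set first-screen limit but never retested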;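 also: fluorescence reports GDP produced by GAP-driven GTP hydrolysis; strong numbers were not always called active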
NTR1 agonist = NTR1-driven beta-arrestin-GFP spot formation – imaging, U2OS cells, high content, primary screen (AID 493036); P30989; agonist mode; actives 0.17% (n = 330,000); activation, % at 20 µM;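 active = activation at or above 40% of the spot to cytoplasm intensity ratio, with at least 20 cells analyzed; inconclusive = wells under 20 cells, flagged as cytotoxic or low count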;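 also: 0% = DMSO without peptide and 100% = 100 nM NTR1 peptide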
Target sequence (P30989 whole entry, looked up): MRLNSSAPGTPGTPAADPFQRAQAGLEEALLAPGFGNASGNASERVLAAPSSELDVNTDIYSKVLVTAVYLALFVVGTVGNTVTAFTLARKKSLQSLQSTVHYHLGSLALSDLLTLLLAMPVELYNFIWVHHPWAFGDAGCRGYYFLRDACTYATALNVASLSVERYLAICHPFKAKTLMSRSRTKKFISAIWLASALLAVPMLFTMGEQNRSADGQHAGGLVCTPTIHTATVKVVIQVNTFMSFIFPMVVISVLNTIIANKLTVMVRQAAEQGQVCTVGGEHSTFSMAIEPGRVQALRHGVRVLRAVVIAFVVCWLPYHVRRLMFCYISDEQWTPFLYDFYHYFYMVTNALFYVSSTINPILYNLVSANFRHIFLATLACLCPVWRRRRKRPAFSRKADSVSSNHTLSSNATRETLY
SV40 large T antigen = SV40 large T antigen inhibitors, biochemical (AID 1903) | SV40 large T antigen ATPase/helicase inhibition assay; higher % means a stronger effect | one-dose inhibition, % at 20 µM; IC50 in µM for titrated hits | actives 0.39% (n = 310,000); in the data active = a potency from the dose series; inconclusive = inhibition mostly from about 32% at the one dose, without a potency; inactive = the rest, 99 in 100 with inhibition below about 32%; also: strong numbers were not always called active
AID2073 = disruptors of CaV2.2 binding to Mint1 – biochemical, HTRF (AID 2073). HTRF protein-protein interaction, Mint1-CaV2.2; higher % means a stronger effect. inhibition, % at 20 µM; hits with a dose series show IC50 in µM. actives 0.19% (n = 290,000); in the data active = inhibition mostly above about 51%, no sharp cut-off; inconclusive = no clear call, values can overlap the other calls; inactive = mostly below about 53%; also: some results filed as inactive read as strong as hits
NTR1 agonist cell count 20 µM = recorded beside NTR1 agonist, whose call it bears; cell count; measured here: cell count, cytotoxicity flag
Starred values were filed as active, the others as inactive; i = inactive; u = inconclusive; x = not tested or not shown. Outcome played no part in choosing rows. Share with any hit: about 1.7%.

molecule	Dengue-2 NS5 capping	GPR55 activation	GPR35 arrestin U2OS	GPR55 LPI antagonism	Yfh1-depleted yeast	MgcRacGAP inhibition	NTR1 agonist	NTR1 agonist cell count 20 µM	SV40 large T antigen	AID2073
CCOC(=O)c1ccc(NC(=O)CCC(CC)C(=O)O)cc1 (stereo not drawn)	x	0.0%	2%	-5%	i	9%	0.5	52	13%	10%
C/C(=N\OCC(=O)OCC(=O)NC(=O)c1ccc(OC(F)F)cc1)c1ccc2c(c1)OCO2	3%	x	x	x	x	8%	-0.1	74	2%	x
Fc1ccc(-n2c(Cc3ccccc3)nnc2SCc2nc(-c3ccc(Cl)cc3)no2)cc1	-4%	-0.1%	-17%	-2%	i	0%	6.8	49	10%	-8%
N/C(=N\S(=O)(=O)c1ccc(Cl)s1)c1ccccc1	-1%	-0.2%	6%	4%	i	6%	0.0	45	4%	11%
CN1CCN(C(=O)c2cc(S(=O)(=O)Nc3ccccc3F)c(Cl)cc2Cl)CC1	-2%	0.6%	-2%	0%	i	-8%	-0.6	57	7%	8%
Cc1cc(NC(=O)CSc2ccnc(=O)[nH]2)no1	-4%	x	x	x	x	5%	-1.6	52	16%	x
N#Cc1cn(N2CCCCC2)c(=O)[nH]c1=O	-3%	0.0%	8%	-7%	x	10%	1.7	86	2%	12%
COc1ccc(N2CC(C(=O)N3CCCC(C)C3)CC2=O)cc1 (stereo not drawn)	2%	-0.2%	-16%	5%	x	4%	0.0	68	11%	5%
CCOC(=O)COc1cc2c3c(c(=O)oc2cc1C)CCCC3	-2%	0.2%	-6%	-1%	i	9%	-0.1	39	9%	-2%
COC(=O)[C@@H](Cc1ccccc1)NC(=O)NCCc1ccc(OC)c(OC)c1	-3%	0.0%	11%	13%	x	4%	-1.7	91	7%	6%
CN(C)/C=N/c1c(C#N)cnn1-c1ccc(C(F)(F)F)cn1	-2%	-0.2%	-16%	14%	i	-4%	-1.6	61	4%	3%
COCCNC(=O)Cn1c(=O)n(C)c2ccccc21	3%	-0.1%	-6%	-7%	i	2%	-0.9	84	9%	-13%
CCC(C)(C)NC(=O)COc1ccc(OCc2ccccc2)cc1	-3%	0.2%	3%	1%	i	4%	2.4	62	10%	2%
Cc1ccccc1CN1CCN(CC(=O)NCc2ccc3c(c2)OCO3)C1=O	4%	-0.4%	-1%	0%	i	2%	1.9	61	15%	9%
COC(=O)c1ccc(N2CCN(C)CC2)c(NC(=O)c2cccs2)c1	-7%	0.3%	10%	-3%	x	7%	0.6	46	-4%	20%
CCOC(=O)C1=C(C)N(c2ccccc2)C(=O)C1	-5%	0.3%	15%	-4%	i	0%	1.3	65	13%	-3%
CN(C)CC(=O)c1ccc(-c2ccccc2)cc1	-7%	0.1%	8%	-1%	i	11%	-0.7	49	2%	0%
O=C(NCc1n[nH]c(=S)n1-c1ccccc1)c1ccc(S(=O)(=O)N2CCCCC2)cc1	-7%	1.1%	11%	16%	i	3%	0.4	59	12%	2%
CC1CC(C)CN(C(=O)C2CCN(S(=O)(=O)c3cccs3)CC2)C1 (stereo not drawn)	-5%	-0.3%	-3%	0%	x	7%	0.4	43	7%	3%
C#CCOCCOCCOCCNc1nc(N2CCN(C(=O)C([C@@H](C)CC)n3cc(C(N)Cc4ccc(O)cc4)nn3)CC2)nc(N2CCN(C(=O)[C@H](CCC(=O)O)n3cc(C(N)CC(C)C)nn3)CC2)n1 (stereo partly drawn)	-4%	0.5%	6%	11%	i	-3%	0.0	53	7%	4%
O=C(Cc1cccc2ccccc12)Nc1c(F)cccc1F	-4%	0.0%	-1%	-1%	x	x	-3.0	74	2%	21%
Cc1occc(=O)c1OC(=O)Nc1ccccc1	-4%	-0.1%	6%	-17%	i	11%	-0.8	36	-3%	1%
CCCC(C)C(=O)Nc1ccc(F)c(Cl)c1 (stereo not drawn)	-1%	-0.3%	-5%	16%	i	6%	0.5	57	-5%	1%
c1ccc(CCCc2nc(-c3ccccn3)no2)cc1	-6%	-0.1%	7%	-15%	i	2%	-0.2	57	0%	0%
CCOC(=O)c1oc2ccc(S(=O)(=O)Nc3ccc4c(c3)n(C)c(=O)n4C)cc2c1C	1%	-0.1%	-16%	-9%	i	8%	1.1	51	12%	-2%
CCCC(=O)NNc1cc(=O)c2c(=O)n(C)c(=O)n(C)c2[nH]1	5%	0.7%	-6%	20%	i	12%	0.3	33	3%	0%
CC1=NN(S(=O)(=O)c2ccc(Cl)cc2Cl)C(=O)c2ccccc2O1	-9%	-1.9%	-5%	8%	i	9%	5.3	54	3%	-3%
CCOC(=O)c1cnn(CCOC(=O)c2ccccc2F)c1NC(=O)c1ccccc1F	-1%	0.1%	10%	6%	i	4%	1.5	47	1%	9%
COc1cc(-c2ccc3c(=O)c4ccccc4n(C)c3c2)cc(OC)c1OC	-5%	-0.2%	-7%	-13%	x	8%	5.0	86	18%	25%
CC(O)c1nc2ccccc2n1CCCc1ccccc1 (stereo not drawn)	1%	-0.1%	7%	0%	x	-28%	-0.3	71	8%	8%
Cn1c(CCN2CCCCC2)nc2cc(NC(=O)COc3ccccc3)ccc21	-6%	0.6%	18%	5%	x	6%	-0.4	75	7%	-2%
CCC(=O)Nc1cccc(C2=NOC3(C2)C[C@@H](C(N)=O)N(C(=O)c2cc([N+](=O)[O-])cc([N+](=O)[O-])c2C)C3)c1 (stereo partly drawn)	-5%	-0.2%	-10%	-13%	i	9%	-0.5	53	23%	5%
COC(=O)c1[nH]c2ccc(C)cc2c1NC(=O)CN1CCN(c2ccc(F)cc2)CC1	0%	-0.2%	0%	5%	i	13%	7.9	48	5%	-5%
CCOC(=O)c1oc2ccc(Cl)cc2c1NC(C)=O	-15%	-0.5%	-7%	6%	i	-23%	-0.5	26	-7%	3%
CCN(CC)CCNC(=O)c1ccc(NC(=O)c2c(F)cccc2Cl)cc1	-9%	0.7%	1%	8%	i	-1%	-0.2	44	3%	-11%
Cn1c(C(=O)NC2CC2)cc2c(=O)n(C)c3ccccc3c21	-2%	-0.1%	4%	-5%	i	8%	0.5	56	2%	0%
Cn1cccc1C(=O)OCC(=O)Nc1ccc2c(c1)OCO2	-6%	-0.4%	-2%	22%	i	-4%	0.0	61	10%	3%
CCN=C(Nc1cccc(F)c1)SC1CC(=O)N(c2ccc(OC)cc2)C1=O (stereo not drawn)	-6%	0.0%	-4%	23%	i	1%	-0.3	41	-7%	36%
COc1cc(/C=C(\C#N)c2nc3ccccc3o2)ccc1O	u	-0.1%	16%	-3%	i	22%	-2.1	54	34%	-1%
O=C(/C=C/c1ccc2c(c1)OCO2)NC1CCCC1	-13%	0.5%	1%	6%	x	3%	-0.6	60	5%	6%
COc1ccc(CNC(=O)C2CCCN(S(=O)(=O)c3c(C)noc3/C=C/N(C)C)C2)cc1 (stereo not drawn)	-22%	-0.2%	3%	6%	x	10%	-0.4	49	8%	5%
Cn1cc(C(=O)N/N=C/C2=C(N3CCOCC3)C(=C/c3ccc([N+](=O)[O-])cc3)/CC2)ccc1=O	5%	x	x	x	x	-3%	3.1	58	12%	x
C=CCn1c(SCC(=O)c2c(N)n(C)c(=O)n(C)c2=O)nnc1-c1ccccc1F	-9%	-0.4%	7%	10%	i	10%	0.3	42	6%	6%
CCc1cccc(OCCCCN(CC)CC)c1	-6%	-0.1%	19%	8%	i	9%	2.3	69	7%	-4%
C/C(=N\Nc1ccc(Cl)c(C(=O)O)c1)c1ccc(N2CCOCC2)cc1	-2%	-0.1%	-1%	6%	x	13%	1.0	22	-3%	17%
Nc1c(N(CCO)C(=O)COc2ccc(Cl)cc2)c(=O)[nH]c(=O)n1Cc1ccccc1	x	-0.6%	-3%	5%	i	0%	-0.4	81	6%	-2%
Cc1cc(C)nc(Sc2ccc3nnnn3n2)n1	-5%	0.2%	3%	-1%	i	9%	-1.1	53	-6%	-1%
CS/C(=N\S(=O)(=O)c1cccs1)NC(=O)CSc1nc2ccccc2s1	u	-0.3%	-17%	-3%	i	u	0.6	60	12%	-5%
CCOc1ccc(-c2nnc(SCc3nc4ccccc4[nH]3)n2N)cc1	-8%	0.2%	5%	-2%	i	3%	0.7	76	7%	-18%
COCCNC(=O)c1ccc(N2CC3CC(C2)c2cccc(=O)n2C3)c(NC(=O)c2cc(OC)cc(OC)c2)c1 (stereo not drawn)	-1%	-0.1%	4%	3%	x	10%	0.7	59	8%	9%
Cc1n[nH]c(=O)c2c(NC(=O)CSc3ccccc3F)oc(C)c12	-8%	x	x	x	x	4%	-0.9	53	13%	x
COc1ccc(Cn2c(-c3ccco3)nc3c(c(=O)c4ccccc4n3C)c2=O)cc1	-6%	0.3%	-8%	-3%	i	13%	9.6	45	12%	16%
Cc1cccc(Nc2nc3c(c(=O)n(C)c(=O)n3C)n2Cc2ccccc2)c1	7%	-0.1%	-1%	-4%	i	11%	x	x	20%	4%
COc1cccc(CNC(=O)c2ccccc2-c2ccccc2)c1	1%	0.0%	4%	-12%	x	14%	1.5	67	0%	43%
CCOc1cc(-c2nc(-c3ccc(OC)cc3)no2)cc(OCC)c1OCC	-3%	0.5%	12%	-1%	i	8%	2.1	45	3%	6%
CS(=O)(=O)c1ccc2nc(NC(=O)Nc3ccc(Cl)c(Cl)c3)sc2c1	4%	0.3%	12%	-1%	i	6%	3.6	80	-3%	16%
CC(C)C[C@H](NC(=O)C1CC(=O)N(c2ccc3c(c2)OCCO3)C1)C(=O)NC1CCCC1 (stereo partly drawn)	1%	0.6%	2%	11%	x	11%	1.0	71	15%	-1%
COc1ccc(CC2(CO)CCN(Cc3cnn(C)c3)CC2)cc1	-11%	0.3%	2%	13%	i	-13%	x	x	x	7%
Cc1cc(=O)oc2cc(NC(=O)c3ccccc3Cl)ccc12	-4%	-0.1%	-12%	-7%	x	9%	-0.4	48	13%	19%
CC(=O)N1CCN(CC(=O)Nc2cc(S(=O)(=O)N3CCOCC3)ccc2C)CC1	-1%	0.3%	4%	1%	i	5%	-0.8	61	10%	-4%
